# High-throughput results (PubChem)
# GDH-TPI inh – counter-screen for M. tuberculosis FBA inhibitors: GDH-TPI coupled enzymes; GDH-TPI coupled enzyme counterscreen, NADH absorbance; inhibition, % at 4.8 µM; 360,000 tested, 1.2% active; AID 588335; in the data active = inhibition above about 30%;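 also: 0% = DMSO wells and 100% = wells lacking the enzyme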
# BoNT-F LC inh – inhibitors of Botulinum neurotoxin F light chain protease. Multiplex microsphere protease cleavage assay, flow cytometry. inhibition, % at 10 µM. 360,000 tested, 0.22% active; in the data active = inhibition above about 35%, passing the limit was not always enough; inconclusive = no clear call, values can overlap the other calls; also: plate controls were buffer without enzyme for full effect and enzyme alone for no effect
# Mtb UGM inh – inhibitors of M. tuberculosis UDP-galactopyranose mutase; P9WIQ1; AID 504406; 320,000 tested, 0.06% active; inhibition, % at 10 µM; purified UGM, fluorescence polarization probe displacement; in the data active = inhibition above about 10%, passing the limit was not always enough; inconclusive = no clear call, values can overlap the other calls
# Mtb BioA inh – BioA (M. tuberculosis) enzyme inhibition. purified M. tuberculosis BioA enzyme, plate reader. inhibition, % at 9.99 µM. 360,000 tested, 0.096% active; in the data active = inhibition above about 40%; inconclusive = no clear call, values can overlap the other calls
# Mtb FBA inh – Mtb fructose-bisphosphate aldolase inhibition. P9WQA3. purified M. tuberculosis FBA, fluorescence read-out. inhibition, % at 1 µM. 360,000 tested, 2.3% active; in the data active = inhibition above about 27%;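 also: 0% = vehicle and 100% = reference inhibitor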
# Target sequence (P9WQA3 whole entry, looked up): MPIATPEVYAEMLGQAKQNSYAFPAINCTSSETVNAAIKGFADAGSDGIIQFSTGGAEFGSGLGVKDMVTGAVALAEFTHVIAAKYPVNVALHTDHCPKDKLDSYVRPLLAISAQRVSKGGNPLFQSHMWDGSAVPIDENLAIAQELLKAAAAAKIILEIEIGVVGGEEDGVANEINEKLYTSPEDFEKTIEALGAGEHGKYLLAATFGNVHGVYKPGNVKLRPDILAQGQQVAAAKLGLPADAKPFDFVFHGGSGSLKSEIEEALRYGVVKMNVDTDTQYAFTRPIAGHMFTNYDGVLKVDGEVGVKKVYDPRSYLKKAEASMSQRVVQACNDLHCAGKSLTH
# FadD28 FP inh – M. tuberculosis FadD28 bisubstrate binding inhibition; FadD28 bisubstrate probe binding, fluorescence polarization; inhibition, % at 12.5 µM; 360,000 tested, 0.22% active; AID 588549; in the data active = inhibition above about 8.5%, passing the limit was not always enough; inconclusive = no clear call, values can overlap the other calls
# Rv3671c protease – Rv3671c (M. tuberculosis) protease inhibition; P9WHR9; inhibition, % at 5.96 µM; 320,000 tested, 0.048% active; AID 2606; in the data active = inhibition above about 38%;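 also: extracellular domain of Rv3671c used as enzyme; 0% = enzyme with DMSO and 100% = no enzyme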
# Target sequence (P9WHR9 whole entry, looked up, the tested form may be a part): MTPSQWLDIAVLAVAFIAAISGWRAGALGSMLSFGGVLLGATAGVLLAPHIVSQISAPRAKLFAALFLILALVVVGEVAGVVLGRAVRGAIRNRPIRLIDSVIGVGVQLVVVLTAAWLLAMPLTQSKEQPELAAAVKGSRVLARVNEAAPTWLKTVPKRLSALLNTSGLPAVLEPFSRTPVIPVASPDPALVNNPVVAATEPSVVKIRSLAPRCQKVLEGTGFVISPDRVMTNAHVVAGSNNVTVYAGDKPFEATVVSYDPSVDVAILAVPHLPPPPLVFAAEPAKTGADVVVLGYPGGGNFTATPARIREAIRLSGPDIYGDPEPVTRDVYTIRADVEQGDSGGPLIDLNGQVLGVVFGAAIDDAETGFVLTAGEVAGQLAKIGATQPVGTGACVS
# MazEF act – activators of E. coli MazEF toxin-antitoxin RNase; FAM/BHQ RNA-DNA oligo cleavage fluorescence, 5 h; 350,000 tested, 0.32% active; AID 504720; P0AE70; activation, % at 20 µM; in the data active = activation above about 50%
# Target sequence (P0AE70 whole entry, looked up): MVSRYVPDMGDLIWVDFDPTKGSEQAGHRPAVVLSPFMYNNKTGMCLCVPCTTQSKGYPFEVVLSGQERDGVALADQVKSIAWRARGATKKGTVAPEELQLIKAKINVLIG
# PrPC surface inh – cell surface PrPC inhibition, primary TR-FRET screen; P04156; TR-FRET read-out; inhibition, % at 13.8 µM; 370,000 tested, 0.43% active; in the data active = inhibition above about 24%; also: 0% = median of the test wells and 100% = reference compound wells
# An asterisk follows results filed as active; u = inconclusive; x = no result given.
molecule	BoNT-F LC inh	PrPC surface inh	Mtb BioA inh	GDH-TPI inh	Mtb UGM inh	Rv3671c protease	FadD28 FP inh	MazEF act	Mtb FBA inh
O=C(CNC(=O)c1ccccc1)OCN1C(=O)c2ccccc2C1=O	-2	0	-1.6	2	x	x	-0.5	-7	3
Cc1n[nH]c(C)c1S(=O)(=O)N1CCN(C(=O)c2ccco2)CC1	4	-1	-0.1	16	1.9	1	-0.5	12	1
N/C(=N\OC(=O)/C=C/c1ccccc1Cl)c1ccccn1	1	1	x	0	2.5	3	0.3	1	-1
COc1ccc(C(=O)N2CCc3c([nH]c4ccccc34)C2C(F)(F)F)cc1 (stereo not given)	-3	1	x	5	5.9	-19	-1.4	8	3
Cn1c(SCC(=O)NC2CCCCC2)nnc1C(F)(F)F	4	-4	-0.8	-2	x	x	-0.9	5	-1
CCn1c(N2CCN(C(=O)c3ccco3)CC2)nc2ccccc21	-26	-10	37	10	-2.0	-1	-3.1	11	-2
O=C(NCc1ccccc1Br)c1cccc2c1C(=O)c1ccc(-c3ccc(OC(F)(F)F)cc3)cc1S2(=O)=O	3	x	-2.0	2	3.6	-38	-2.2	-19	3
CC(=O)Nc1ccc(NC(=O)CCOc2cc(C)ccc2C)cc1	-11	-3	3.7	4	-0.6	-1	-0.2	-4	0
O=C(Nc1ccccc1N1CCN(C(=O)c2ccc(Cl)cc2)CC1)c1cc2ccccc2o1	7	-3	-0.8	14	1.5	-13	0.5	-10	4
CCOc1ccc(OCC)c(NC(=O)C2C3C=CC(O3)C2C(=O)O)c1 (stereo not given)	6	3	-0.4	5	x	x	-1.1	3	1
Fc1ccccc1OCCSc1ncnc2nc[nH]c12	6	8	-1.9	1	-0.5	-6	-1.1	2	-1
CS(=O)(=O)Nc1ccc(-c2nnc3n2CCCCC3)cc1	u	-1	-0.3	-1	0.3	-4	-0.8	1	2
COc1ccc(S(=O)(=O)N2CCC(C(=O)Nc3ccccc3N3CCCC3)CC2)cc1OC	3	0	-1.3	1	-0.2	0	0.4	-4	3
Nc1c(C(=O)NC2CC2)sc2nc3c(c(-c4ccco4)c12)CC/C3=C/c1ccco1	-2	x	x	19	-1.9	11	18*	-16	-2
O=[N+]([O-])c1ccc(F)cc1OCc1cccc(S(=O)(=O)N2CCOCC2)c1	x	-11	x	10	3.7	4	-2.6	-1	-1
Cc1nc2ccccn2c1C(=O)N/N=C/c1ccc(CNC(=O)C(=O)Nc2ccccc2)o1	-31	5	x	38*	-0.3	-5	-0.5	6	0
Cc1c(NC(=O)c2cc(S(=O)(=O)N3CCCCC3)ccc2Cl)c(=O)n(-c2ccccc2)n1C	-5	4	-0.5	-2	1.0	0	0.0	1	-1
O=C(Nc1ccc2nc(-c3ccccn3)c(-c3ccccn3)nc2c1)N1CCOCC1	-2	-6	x	8	0.7	5	-3.7	3	18
CN1CCN(NC(=O)c2cc(-c3ccc(Cl)s3)nc3ccccc23)CC1	1	-5	1.1	13	0.4	5	-1.4	12	73*
Cc1cccc(Oc2ccccc2NC(=O)CN2C(=O)NC3(CCCC3)C2=O)c1	-7	0	1.5	13	-1.8	5	-4.8	-7	-1
O=C(CSc1nnc2ccc(-c3ccncc3)nn12)Nc1ccc(F)cc1	6	-7	0.2	1	x	4	-4.1	-6	-1
COc1cccc(NC(=O)NCCCSC2CCCCC2)c1	-4	18	-0.5	-4	4.5	1	2.3	2	1
C/C=C/C(=O)OCC(=O)Nc1cccc(Br)c1	-1	-1	x	1	-0.2	5	-3.0	0	3
Cc1ccc(C(=O)CSc2cc(C)nc(SCC(=O)c3ccccc3)n2)cc1	-8	4	0.1	1	-1.0	-4	-4.9	8	0
COC(=O)C1CCN(C(c2ccc(OC)c(OC)c2)c2sc3nc(C)nn3c2O)CC1 (stereo not given)	-11	3	45*	15	1.8	1	0.0	9	2
O=C(NCc1ccccc1)c1ccc(S(=O)(=O)N2CCCc3ccccc32)cc1	18	1	0.2	8	3.0	-31	-2.0	-5	3
COc1ccc(/C=C/C(=O)c2ccc(NS(=O)(=O)c3ccc(C)cc3)cc2)cc1O	-3	-10	x	28	1.7	-55	-2.8	1	-6
CC(Oc1ccccc1)C(=O)Nc1ccc(S(=O)(=O)Nc2nccs2)cc1 (stereo not given)	-8	0	-1.1	2	0.9	-9	-0.3	-26	1
COc1ccc(NC(=O)CSc2ccc3nnc(-c4ccccn4)n3n2)cc1	-3	7	3.2	4	1.4	-3	-1.2	1	4
CCC(=O)c1c[nH]c(C(=O)NCc2cccs2)c1	-1	-3	6.4	1	1.3	-1	-2.2	5	1
Cc1sc2ncn(CC(=O)NCC(=O)N(C)C3CCCCC3)c(=O)c2c1C	2	5	x	2	-1.1	-1	0.8	5	2
CC(C)Cc1nc(N2CCN(C(=O)C(C)C)CC2)c(C#N)c2c1CCC2	0	3	3.5	7	-3.4	-2	-0.6	2	33*
C#CCOCCOCCOCCNc1nc(N2CCN(C(=O)[C@H](CCCN=C(N)N)n3cc(C(N)[C@@H](C)CC)nn3)CC2)nc(N2CCN(C(=O)[C@H](CC(N)=O)n3cc([C@@H](N)CC(N)=O)nn3)CC2)n1 (stereo not given in full)	-20	-3	-0.5	3	1.0	-3	-0.5	15	-1
Oc1ccc(CN2CCN(c3ncccn3)CC2)cc1	-8	-1	-1.3	2	-0.5	2	-0.1	5	0
CCOC(=O)CSc1ccc2nnc(-c3cccs3)n2n1	-4	-11	3.2	-1	0.2	-11	-4.6	10	1
COc1cc(-c2cc(=O)c3c(C)cc(O)cc3o2)cc(OC)c1OC	-8	-3	x	21	x	x	-4.7	7	17
CC(C)NC(=O)C1(C)CCN1Cc1ccc(C(F)(F)F)cc1 (stereo not given)	-3	-1	-0.1	6	x	x	0.5	x	-1
CCc1ccc(NC(=S)N2CCNC(=O)C2CC(=O)OC)cc1 (stereo not given)	-2	-1	x	-5	-5.1	-7	-3.8	0	-9
CCOC(=O)c1cc(-c2ccccc2)sc1NC(=O)c1cc(OC)c(OC)c(OC)c1	0	-7	0.6	-3	-0.7	9	-4.4	0	1
CCn1cc(C2=NC(c3ccccc3)CO2)c2ccccc21 (stereo not given)	-1	7	-0.6	4	1.0	-1	-3.3	-11	2
O=C(COc1ccc(S(=O)(=O)N2CCCCC2)cc1)Nc1ccccc1F	-11	-2	-1.5	-1	-0.4	7	-1.8	-1	0
CN(C)c1nc(N)nc(CSc2n[nH]c(-c3ccccc3)n2)n1	-7	-1	-1.1	-4	3.7	6	-4.5	11	-2
CC1CN(C(=O)c2ccccc2)C(=Nc2cccc(S(=O)(=O)N(C)C)c2)S1 (stereo not given)	-8	-4	1.0	4	3.1	0	-1.7	-5	-3
COc1cc(F)ccc1-c1cc(C(=O)NCc2ccc(C(F)(F)F)cc2)[nH]n1	-4	4	0.7	2	x	x	-2.3	x	-4
COC(=O)c1ccccc1NC(=O)c1ccc(COc2ccccc2)o1	-18	8	0.3	14	2.6	-2	-2.5	-10	-4
NC1=NCC(O)=C1c1nc2ccccc2[nH]1	-6	-1	x	-1	2.1	4	-1.1	0	-1
Cc1ccc(C)c(N2CCN(C(=S)Nc3ccc4nc(N5CCN(C)CC5)cc(C)c4c3)CC2)c1	2	-5	-3.7	9	0.5	5	-7.1	24	15
O=C1NN(c2ccccc2)C(=O)C1=Cc1ccccc1	-4	0	11	13	x	x	0.8	4	-1
CCOC(=O)c1c(C)[nH]c(C(=O)COC(=O)C(C)Oc2ccc(Cl)cc2Cl)c1C (stereo not given)	-9	1	-0.5	10	-2.8	-14	-1.5	-15	0
Cc1nc(C)n(C)c(=O)c1-c1ccccc1	-16	11	1.3	7	-0.7	-5	1.1	-5	3

# Shown with values under each structure: 11 of the compounds above.
# Each structure is followed by: BoNT-F LC inh	PrPC surface inh	Mtb BioA inh	GDH-TPI inh	Mtb UGM inh	Rv3671c protease	FadD28 FP inh	MazEF act	Mtb FBA inh
> C#CCOCCOCCOCCNc1nc(N2CCN(C(=O)[C@H](CCCN=C(N)N)n3cc(C(N)[C@@H](C)CC)nn3)CC2)nc(N2CCN(C(=O)[C@H](CC(N)=O)n3cc([C@@H](N)CC(N)=O)nn3)CC2)n1 (stereo not given in full)
    -20	-3	-0.5	3	1.0	-3	-0.5	15	-1
> Oc1ccc(CN2CCN(c3ncccn3)CC2)cc1
    -8	-1	-1.3	2	-0.5	2	-0.1	5	0
> CCOC(=O)CSc1ccc2nnc(-c3cccs3)n2n1
    -4	-11	3.2	-1	0.2	-11	-4.6	10	1
> COc1cc(-c2cc(=O)c3c(C)cc(O)cc3o2)cc(OC)c1OC
    -8	-3	x	21	x	x	-4.7	7	17
> CC(C)NC(=O)C1(C)CCN1Cc1ccc(C(F)(F)F)cc1 (stereo not given)
    -3	-1	-0.1	6	x	x	0.5	x	-1
> CCc1ccc(NC(=S)N2CCNC(=O)C2CC(=O)OC)cc1 (stereo not given)
    -2	-1	x	-5	-5.1	-7	-3.8	0	-9
> CCOC(=O)c1cc(-c2ccccc2)sc1NC(=O)c1cc(OC)c(OC)c(OC)c1
    0	-7	0.6	-3	-0.7	9	-4.4	0	1
> CCn1cc(C2=NC(c3ccccc3)CO2)c2ccccc21 (stereo not given)
    -1	7	-0.6	4	1.0	-1	-3.3	-11	2
> O=C(COc1ccc(S(=O)(=O)N2CCCCC2)cc1)Nc1ccccc1F
    -11	-2	-1.5	-1	-0.4	7	-1.8	-1	0
> CN(C)c1nc(N)nc(CSc2n[nH]c(-c3ccccc3)n2)n1
    -7	-1	-1.1	-4	3.7	6	-4.5	11	-2
> CC1CN(C(=O)c2ccccc2)C(=Nc2cccc(S(=O)(=O)N(C)C)c2)S1 (stereo not given)
    -8	-4	1.0	4	3.1	0	-1.7	-5	-3

# Other structures
molecule	BoNT-F LC inh	PrPC surface inh	Mtb BioA inh	GDH-TPI inh	Mtb UGM inh	Rv3671c protease	FadD28 FP inh	MazEF act	Mtb FBA inh
CCOc1cc(C2C(C(=O)c3ccc(C)cc3)=C(C(=O)OC)Nc3nnnn32)ccc1O (stereo not given)	10	1	0.6	9	0.9	-3	-0.9	1	-2
O=[N+]([O-])c1ccc(N/N=C/c2sc(N3CCOCC3)nc2-c2ccccc2)c(S(=O)(=O)Nc2ccc(Cl)cc2)c1	-6	7	x	7	x	x	-0.9	-17	4
Cc1cccc(N2CCN(CC(=O)N(C)Cc3ccccc3)CC2C)c1 (stereo not given)	-17	2	1.3	-3	0.9	-3	-1.1	-7	0
O=c1[nH]nc(Cc2ccc(-c3ccccc3Cl)o2)c2ccccc12	10	7	-0.2	11	1.9	0	2.4	6	0
CCc1nn(C(CC)C(=O)NCC(C)c2ccccc2)c(=O)c2cc3occc3n12 (stereo not given)	0	-12	13	-12	x	x	-2.7	11	0
Cc1ccc(NC(=O)CCSCCC(=O)Nc2ccc(C)c(C)c2)cc1C	16	-3	-1.3	2	0.0	-20	-1.8	-5	0
CC(O)CNc1nc2ccccc2n1CC(=O)NCC(F)(F)F (stereo not given)	-4	-10	x	-2	0.1	-4	x	7	-2
CC(C)(C)Cc1nnc(NC(=O)CCC2CCCCC2)s1	-6	x	12	-10	-1.9	-5	-0.3	6	2
c1coc(-c2nnc3sc(C4CCCCC4)nn23)c1	11	0	8.7	1	-1.2	1	0.0	6	2
CCCCCCCCNCCS(=O)(=O)NCc1ccc(OC)cc1	-14	-16	2.3	-8	x	x	-1.6	3	-1
Cc1ccc(N(C)S(=O)(=O)c2ccc(-c3ccc(=O)[nH]n3)s2)cc1C	4	-2	-0.1	5	-0.5	-2	-5.3	-26	-1
CC[n+]1ccc2cc(OC)c(OC)cc2c1Cc1ccc(OC)c(OC)c1	-10	x	0.2	6	2.1	-8	-1.6	-19	-2
